# Screens as filed in PubChem BioAssay.
# IDE inh – human IDE inhibitors in live cells, primary screen, fluorescence polarization, HEK cells, FAbetaB substrate | Insulin-degrading enzyme (Homo sapiens), P14735 | FAbetaB cleavage | inhibition, % at 5.59 µM | actives 0.41% (n = 320,000) | AID 434962, 2010;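 active = percent inhibition above the average of all tested compounds plus 3 SD, set per screening campaign, cut at about 16% in these data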;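 note: IDE supplied by intact live HEK cells; FP after avidin binding of uncleaved biotin substrate so inhibition keeps polarization high; 0% = DMSO wells and 100% = 60 µM reference IDE inhibitor Ii1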
# Target sequence (P14735 whole entry, looked up): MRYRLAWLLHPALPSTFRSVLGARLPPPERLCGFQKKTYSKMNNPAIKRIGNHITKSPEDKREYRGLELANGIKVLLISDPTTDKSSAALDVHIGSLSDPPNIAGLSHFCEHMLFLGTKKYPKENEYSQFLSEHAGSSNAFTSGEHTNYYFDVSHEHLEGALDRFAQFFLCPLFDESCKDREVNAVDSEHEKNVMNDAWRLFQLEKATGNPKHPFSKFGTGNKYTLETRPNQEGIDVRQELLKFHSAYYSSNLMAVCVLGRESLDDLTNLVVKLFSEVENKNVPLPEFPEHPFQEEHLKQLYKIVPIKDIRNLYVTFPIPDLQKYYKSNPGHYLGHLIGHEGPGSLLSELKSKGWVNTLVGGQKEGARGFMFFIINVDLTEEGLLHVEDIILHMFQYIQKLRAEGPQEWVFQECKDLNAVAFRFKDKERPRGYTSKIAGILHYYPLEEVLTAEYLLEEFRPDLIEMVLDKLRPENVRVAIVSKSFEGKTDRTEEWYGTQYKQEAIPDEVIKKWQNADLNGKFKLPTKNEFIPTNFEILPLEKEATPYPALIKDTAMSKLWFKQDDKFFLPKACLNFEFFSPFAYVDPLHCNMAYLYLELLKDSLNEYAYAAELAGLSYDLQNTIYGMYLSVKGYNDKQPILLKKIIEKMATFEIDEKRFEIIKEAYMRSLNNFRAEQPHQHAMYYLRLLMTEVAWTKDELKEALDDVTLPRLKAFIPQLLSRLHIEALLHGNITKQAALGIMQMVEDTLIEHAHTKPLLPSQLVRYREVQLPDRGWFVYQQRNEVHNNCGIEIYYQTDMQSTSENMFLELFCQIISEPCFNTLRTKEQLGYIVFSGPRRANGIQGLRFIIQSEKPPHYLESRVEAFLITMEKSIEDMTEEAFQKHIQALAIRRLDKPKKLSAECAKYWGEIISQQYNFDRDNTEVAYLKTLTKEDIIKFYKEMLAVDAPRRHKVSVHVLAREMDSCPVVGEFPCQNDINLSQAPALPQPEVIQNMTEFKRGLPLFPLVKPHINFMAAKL
# IMP-1 inh – IMP-1 metallo-beta-lactamase inhibitors, primary screen, biochemical, epi-absorbance readout, Pseudomonas aeruginosa enzyme. metallo-beta-lactamase IMP-1 (Pseudomonas aeruginosa). purified IMP-1, nitrocefin hydrolysis, epi-absorbance fluorescence. inhibition, % at 5.6 µM. actives 0.45% (n = 290,000). AID 1556, 2009;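 active = inhibition above the mean plus 3 SD of all compounds in the same screening run, cut at about 4.5% in these data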;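 note: 0% = IMP-1 with DMSO and 100% = DMSO wells lacking enzyme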
#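 Test system: recombinant IMP-1 enzyme, purified / Medium: HEPES buffer pH 7.1 with ZnSO4 and Brij 35 / Doses: single dose, 5.6 µM / Times: 25 °C, 15 min preincubation, 25 min reaction / Detection: Epi-absorbance via hydrolysed-nitrocefin quenching of white-plate fluorescence, 480/530 nm, EDTA stop / Evaluation: percent inhibition from optical density relative to buffer-blank wells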
# PHOSPHO1 inh – PubChem AID 1565; inhibition, % at 13.3 µM; Phosphoethanolamine/phosphocholine phosphatase (Homo sapiens), Q8TCT1; recombinant PHOSPHO1, absorbance phosphatase assay; actives 1.1% (n = 290,000); in the data active = inhibition above about 60%
# pCIP destab – p/CIP-EGFP fusion destabilizers, primary screen, fluorescence, F442A cells. actives 0.01% (n = 290,000). 16 h. decrease of EGFP signal, % at 10 µM;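 active = EGFP signal decrease of at least 30% at 10 µM or well 3 SD below plate mean, unless failing retest; inactive = the rest, including hits failing retest or dose response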; note: some compounds called inactive have numbers as strong as hits; many of its hits are not listed in these tables
# VIM-2 inh – VIM-2 metallo-beta-lactamase inhibitors, primary screen, biochemical, epi-absorbance readout, Pseudomonas aeruginosa enzyme | inhibition, % at 5.6 µM | AID 1527, 2009 | actives 0.89% (n = 290,000) | purified VIM-2, nitrocefin hydrolysis, epi-absorbance fluorescence;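 active = inhibition above the mean of all tested compounds plus 3 SD, cutoff set per screening run, cut at about 7.5% in these data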;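 note: red hydrolysis product quenches plate fluorescence so inhibitors raise well fluorescence; 0% = enzyme with DMSO and 100% = DMSO without enzyme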
# IDE cell activ – human IDE activators in live cells, primary screen, fluorescence polarization, HEK cells, FAbeta-B substrate; FAbeta-B cleavage; 0% vehicle, 100% cell-free pure enzyme wells; activation, % at 5.96 µM; Insulin-degrading enzyme (Homo sapiens), P14735; actives 0.073% (n = 340,000);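 active = activation above the mean of all tested compounds plus 3 SD, set per screening campaign, cut at about 17% in these data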
# NALP1 inh – NALP1 inflammasome inhibitors in reconstituted yeast, colorimetric, S. cerevisiae, triplicate retest. S. cerevisiae NALP1/ASC/caspase-1 growth, X-gal OD620, 72 h. inhibition, % at 10 µM. actives 0.61% (n = 280,000); in the data active = inhibition mostly above about 24%, no sharp cut-off; inactive = mostly below about 32%; note: some compounds called inactive have numbers as strong as hits
# M18AAP inhibitor – PfM18AAP inhibitors, malaria aminopeptidase, primary screen, biochemical, QFRET, recombinant enzyme | H-Glu-NHMec fluorogenic cleavage | inhibition, % at 7.35 µM | actives 1.2% (n = 290,000) | AID 1822, 2009;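 active = inhibition above the campaign mean inhibition over all tested compounds plus 3 SD, cut at about 28% in these data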;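 note: 0% = plate median of test compound wells and 100% = 2 mM ZnCl2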
# GPR7 antagonist – GPR7 receptor antagonists, primary screen, cell-based, fluorescence, single concentration | GPR7-expressing cells, fluorescence antagonist assay | inhibition, % at 4.4 µM | actives 1.1% (n = 290,000) | AID 1861, 2009; in the data active = inhibition above about 16%, passing the limit was not always enough;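 note: cells stimulated with the agonist NPW; 0% = agonist with vehicle and 100% = vehicle without agonist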
# * hit, by the source's call; x = not tested or not shown; & = joins results of further samples. The order is random (roughly 5.3% active in at least one column).
SMILES,IDE inh,IMP-1 inh,PHOSPHO1 inh,pCIP destab,VIM-2 inh,IDE cell activ,NALP1 inh,M18AAP inhibitor,GPR7 antagonist
Cc1ccc2cc(CCNC(=O)c3cccc([N+](=O)[O-])c3)c(=O)[nH]c2c1C,-3,-1.8,3,-7,-4.0,-1,25,2,0
CCc1cc(C=C(Cl)Cl)oc(=O)c1C,0,-3.5,-2,-1,-0.8,0,14,8,-4
COc1cccc(C(=O)C(C#N)=C(SC)SC)c1,2,-4.3,33,-3,-2.7,3,23,-3,-4
CC(C)OC(=O)C1C2C=CC3(CN(Cc4cccs4)C(=O)C13)O2 (stereo unspecified),4,-1.6,11,1,-1.4,-1,2,-2,-10
COc1cc(OC)c(OC)cc1CN1CCC(O)CC1,8,-1.8,36,-5,-0.7,-5,x,-12,-17
COc1ccc(C(=O)Nc2cccnc2Cl)cc1OC,2,-1.2,-19,-4,0.8,5,3,-3,-14
COc1ccc(-c2nc(CN3CCC(C(=O)NC4CCN(Cc5ccccc5)CC4)CC3)c(C)o2)cc1OC,3,-4.5,4,-10,0.6,5,10,-20,2
O=C(Nc1ccc(S(=O)(=O)NC2=NCCCCC2)cc1)c1cc(S(=O)(=O)N2CCOCC2)ccc1F,1,-3.3,43,4,-2.4,3,10,5,-11
CC(C)(CSc1ncccn1)NS(=O)(=O)c1ccccc1,-2,-1.7,-25,-4,-1.8,3,34,-5,-3
Cc1cc([N+](=O)[O-])ccc1NC(=O)c1ccco1,2,-2.9,8,-10,-2.1,0,9,1,-17
Cc1nn(-c2ccccc2)c(Cl)c1C(=O)Nc1c(C)n(C)n(-c2ccccc2)c1=O,2,-1.3,22,-5,-2.0,2,6,4,-21
Cc1ccc2nc(C)cc(N/N=C/c3ccc(F)cc3)c2c1,-1,-0.5,3,-6,-1.8,-1,12,8,-17
O=C(c1ccc(Cl)cc1Cl)N1CCSCC1,2,0.9,16,0,0.1,5,25,-16,-9
COc1ccc(S(=O)(=O)n2nc(OCc3cccs3)cc2N)cc1,0,-2.1,9,-5,-2.6,4,-3,-4,-9
COc1ccc(NC(=O)CC(C)C)c([N+](=O)[O-])c1,8,-2.1,2,4,-0.8,-1,22,-32,2
Cc1ccc(N2C(=O)c3sc4nnc(C)c(=O)n4c3C2=O)cc1,-4,-2.3,21,-2,-2.7,-3,13,-4,7
O=C(Nc1ccc(Cl)cc1)c1cccnc1N1CCCCC1,1,20*,7,-11,-0.3,1,-10,-10,-8
Oc1ccccc1-n1nc2ccc3nonc3c2n1,0,-2.5,-6,-6,-2.3,0,-9,1,-7
N=C(N)c1ccccc1,-3&0,x,4,-4,x,-2&6,-6,x,x
CC(=O)N1C(C)(C)CC(=NOC(=O)c2ccc(C)cc2)CC1(C)C,0,1.4,41,-7,2.3,2,20,-12,16
Cc1cc(C)c(S(=O)(=O)Cc2ccccc2)c(OC(C)C)n1,-2,-1.9,x,-21,-0.2,2,-3,-7,-7
COC(=O)C1=C(C)N(c2ccc(OC)cc2)C(=O)/C1=C\c1cccs1,3,-1.3,-3,8,-2.3,1,36,16,-5
CC(C)(C)NC(=O)NC(=O)COC(=O)c1cccc(OC(F)F)c1,1,-0.9,48,1,-3.8,-1,12,0,-6
O=[N+]([O-])c1ccc2ccn(C3OCC(O)C(O)C3O)c2c1 (stereo unspecified),-1,-1.8,29,0,-2.7,3,-6,-4,-17
CC(=O)CSc1ncnc2sc3c(c12)CCC3,-2,-2.5,24,-5,0.8,2,3,3,-12
Cc1ccc(S(=O)(=O)N(C)C)cc1NC(=O)CSc1ncc(C(F)(F)F)cc1Cl,8,-3.6,-3,4,0.5,1,9,-2,0
CCc1ccc(NC(=O)c2cc(S(=O)(=O)N3CCCC3)c[nH]2)cc1,2,0.4,25,-6,-2.2,6,21,-7,8
CC1(C)CC(=O)C2=C(C1)OC(N)=C(C#N)[C@@]21C(=O)N(CC(N)=O)c2ccccc21,-1,-2.0,-1,2,-0.8,4,-4,-15,-1
Cc1nnc(SCCn2c(N3CCCCC3)nc3c2c(=O)n(C)c(=O)n3C)s1,-3,-3.3,x,x,-3.7,-2,x,6,-2
Cc1cccc(/C=N/NC(=O)c2ccncc2)n1,2,-5.0,24,-14,-6.2,6,-2,1,-4
O=C(NCC1CCC(C(=O)O)CC1)OCc1ccccc1 (stereo unspecified),3,-2.6,28,-2,-3.5,-1,7,-2,-7
COc1ccc(CN2CCC(n3nccc3NC(=O)c3ccc4c(c3)OCO4)CC2)cc1C,0,-4.5,26,0,-1.9,-4,-4,5,4
COc1cccc(CC2(CO)CCCN(C(=O)c3cc[n+]([O-])cc3)C2)c1 (stereo unspecified),8,-3.0,18,-14,-4.6,3,16,4,-15
OCc1cn(-c2ccccc2)nc1-c1ccco1,5,-3.5,6,-8,-7.6,6,-7,-49,5
Cc1ccc(-n2c(=O)[nH]cc(C(=O)Nc3ccc4c(c3)OCCO4)c2=O)cc1,-1,-3.9,-9,-11,-3.8,1,8,-8,13
COc1ccc([N+](=O)[O-])cc1NC(=O)CSc1ncccn1,2,-2.3,34,-12,-3.5,x,5,0,-5
C/C(=N\NC(=O)Cn1ccc(C(F)(F)F)n1)c1ccc(N2CCOCC2)cc1,-3,0.0,20,-7,0.9,2,x,-5,10
O=C(CN1CCN(S(=O)(=O)c2ccc(F)cc2)CC1)Nc1ccccc1F,-5,-2.0,19,-2,-2.2,0,6,7,14
COc1ccccc1Sc1ccccc1/C=N/NC(N)=O,-3,-4.0,27,-1,-2.6,1,-5,8,-4
O=C(COC(=O)C1CC(=O)N(Cc2ccco2)C1)c1ccc(OC(=O)c2ccco2)cc1 (stereo unspecified),8,-1.3,13,-4,-2.3,4,12,5,14
COc1cc2[nH]c3ccccc3c2cc1C,3,x,18,-5,x,-2,22*,x,x
Cc1ccc(S(=O)(=O)N2CCN(C(=O)CCn3nc(C)c(C)c3C)CC2)cc1C,-1,-1.9,0,-4,-2.8,5,14,-5,-7
O=C(CCl)Nc1cccc(-c2cnc3ccccc3n2)c1,-2,0.2,10,2,1.2,2,22,-4,-2
Cc1[nH]n(C(N)=S)c(=O)c1N=Nc1cccc(Cl)c1,7,-3.5,18,-9,-6.6,-1,13,8,-9
Cc1cccc(N=C2NC(=O)/C(=C/c3cccnc3)S2)c1C,-6,-4.1,28,1,-4.0,1,-1,3,-15
Cc1cc(C)cc(NC(=O)[C@H](NC(=O)[C@@H]2Cc3ccccc3CN2)c2ccccc2)c1,-2,-1.1,28,-5,-4.6,2,13,-11,9
O=C(O)CCc1nc2ccccc2c(=O)[nH]1,2,-2.5,44,-8,-2.1,3,-3,-3,-5
Cc1ccc(CNC(=O)/C(C#N)=C\c2ccc(N(C)C)cc2)cc1,9,-1.0,4,7,-3.7,x,0,3,-6
Cc1ccc(-c2nc(NC(=O)CSc3ccc4ccccc4n3)ns2)cc1,3,-3.0,-16,1,-2.7,-5,20,-4,-4
CC(C)c1ccccc1NC(=S)N1CCN(S(=O)(=O)c2cccs2)CC1,5,-2.2,24,0,-0.6,3,-23,-1,-4

# Two compounds drawn at random from those above, as already listed:
SMILES,IDE inh,IMP-1 inh,PHOSPHO1 inh,pCIP destab,VIM-2 inh,IDE cell activ,NALP1 inh,M18AAP inhibitor,GPR7 antagonist
Cc1ccc(CNC(=O)/C(C#N)=C\c2ccc(N(C)C)cc2)cc1,9,-1.0,4,7,-3.7,x,0,3,-6
COc1cc2[nH]c3ccccc3c2cc1C,3,x,18,-5,x,-2,22*,x,x

# Further records:
SMILES,IDE inh,IMP-1 inh,PHOSPHO1 inh,pCIP destab,VIM-2 inh,IDE cell activ,NALP1 inh,M18AAP inhibitor,GPR7 antagonist
O=C(c1ccc2ccccc2c1)N1CCN(c2ccc([N+](=O)[O-])c(N3CCOCC3)c2)CC1,4,-2.5,26,-8,-2.7,3,5,0,-2
CCCOc1ccc(/C=N/Nc2ccccc2[N+](=O)[O-])c(OCCC)c1,4,0.3,-2,1,-0.3,4,32,0,-1
Cn1c(=O)oc2cc(S(=O)(=O)N3CCCC(C(=O)Nc4ccccn4)C3)ccc21 (stereo unspecified),2,-4.2,-9,0,-0.6,-1,4,2,-7
O=C(Nc1ccc2nc3n(c(=O)c2c1)CCCC3)c1cccc(F)c1,2,-0.9,18,-1,-2.0,-3,3,-2,10
COc1ccc(NC(=O)c2sc3nc(-c4cccnc4)ccc3c2N)cc1OC,19*,-0.8,-1,-152,-1.6,-4,-7,7,-11
COc1ccc(NC(=O)CN(C)S(=O)(=O)c2ccc3c(c2)n(C)c(=O)c(=O)n3C)cc1,-9,-1.1,33,-11,-0.4,7,4,-2,-2
CCc1cccc(CC)c1N(COC)C(=O)Cn1ccccc1=N,1,-1.9,-11,-9,-3.1,0,-36,-4,6
CCCCCCCCCCCCS(=O)(=O)CCC(=O)O,-4,-2.5,-53,-1,-1.6,6,-32,0,-15
Cc1ccnc(SCC(=O)N2CCCc3ccccc32)n1,5,-3.4,44,4,-2.9,-1,-1,-2,-5
O=C(CN(Cc1ccco1)C(=O)CNS(=O)(=O)c1ccc(F)cc1)NCc1ccc(F)cc1,-1,-3.1,24,-6,-2.1,2,6,-2,-3
COc1ccc(-c2onc(C)c2-c2cnn(-c3ccccc3)c2)c(O)c1C,1,0.1,-7,3,0.9,1,-2,7,32*
CCOCCCNC(=O)c1c[nH]c2cc(OC)ccc2c1=O,3,0.8,32,-16,-2.6,2,8,7,1
Cc1cc(OC(F)F)ccc1NC(=S)NC1CCCC1,x,-3.6,43,-18,-5.3,1,3,3,-7
O=C(CCN1C(=O)/C(=C/c2ccc(F)cc2)SC1=S)NC1CCS(=O)(=O)C1 (stereo unspecified),-3,2.0,36,5,-0.6,-6,-7,7,-1
C=C(C)[C@@H]1CC[C@]2(C(=O)O)CC[C@]3(C)C(CCC4[C@@]5(C)CC[C@H](O)C(C)(C)C5CC[C@]43C)C12 (stereo partly specified),8,-4.4,8,5,-2.8,4,-16,1,-4
Cc1nnc(N(C)C(=O)c2cccnc2)s1,9,-2.0,-10,-11,-1.6,5,3,-7,-11
O=C(CSc1nc2ncc(Cl)cc2[nH]1)c1ccc2c(c1)OCO2,2,-3.8,-1,-23,-2.2,x,x,-10,-8
CCOc1ccc(/C=C\C(C)=N\O)cc1,4,-5.8,25,-9,-5.1,-2,6,2,-20
CC(C)Nc1nc(NC(C)C)nc(Nn2cnnc2)n1,-3,-1.5,15,-7,-1.1,3,9,17,1
Cc1cccc(C(=O)OCc2cnc(Cl)s2)c1,0,-3.1,0,-7,-7.8,0,37,1,-11
CCOC(=O)C1CCCN(c2nc3ccccc3nc2C(C#N)C(=O)OC(C)COC)C1 (stereo unspecified),2,-1.6,-16,-11,0.7,1,11,1,-1
COc1ccc(C)cc1S(=O)(=O)Nc1ccncc1,-4,-2.7,28,12,1.1,1,20,-6,-7
Cc1[nH]n(-c2ccccc2)c(=O)c1CCO,2,-3.1,27,0,-2.2,-4,1,4,-9
